Screens as filed in PubChem.
L3MBTL1 block: L3MBTL1 (human) inhibition. AlphaScreen L3MBTL1–H3K9me1 peptide binding. Potency, µM (series often up to 57.1 µM), inactives show top-dose activity, negative = inhibition, most hits filed as inhibitors. actives 0.66% (n = 230,000). AID 485360; note: nearly all actives have a fitted effect of over 60% in size
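AlphaScreen proximity signal between nickel-chelate acceptor and streptavidin donor beads (final 10 ug/mL) reports binding of 50 nM L3MBTL1 to 75 nM biotin-H3 K9me1 peptide; complex incubated with compounds 30 min at room temperature; cefsulodin titration as control.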
Tau ThT inhib: blocks human tau fibril formation measured by thioflavin T; actives 2.1% (n = 270,000); recombinant tau K18 P301L, heparin-induced fibrillization, ThT fluorescence; AID 1460; Potency, µM (doses to about 57.4 µM), for the others: at the highest dose activity, negative = inhibition, hits mostly inhibitors; P10636; note: nearly all actives have a fitted effect of over 55% in size
Target sequence (P10636 561-689 P618L limits assumed): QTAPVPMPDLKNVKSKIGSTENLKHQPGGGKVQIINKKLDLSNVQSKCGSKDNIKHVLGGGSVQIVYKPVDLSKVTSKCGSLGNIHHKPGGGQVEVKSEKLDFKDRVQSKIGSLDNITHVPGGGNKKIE
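Using a mix of unlabeled (15 uM) and Alexa 594-labeled (0.24 uM) tau K18 P301L, heparin-triggered fibrillization over 6 hr at 37 C was scored by ThT fluorescence.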
TRb-SRC2 inh: TRbeta-SRC2 interaction inhibition; P10828; TRbeta-SRC2 peptide binding, fluorescence polarization; receptor liganded with 1 µM T3; Potency, µM (doses to about 106 µM), for inactives: top-dose activity change, negative = inhibition, actives largely listed as inhibitors; actives 0.065% (n = 280,000);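 note: plate controls were bound peptide for no effect and peptide without receptor for full effect; nearly all actives have a fitted effect of over 50% in size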
Target sequence (P10828 whole entry, looked up): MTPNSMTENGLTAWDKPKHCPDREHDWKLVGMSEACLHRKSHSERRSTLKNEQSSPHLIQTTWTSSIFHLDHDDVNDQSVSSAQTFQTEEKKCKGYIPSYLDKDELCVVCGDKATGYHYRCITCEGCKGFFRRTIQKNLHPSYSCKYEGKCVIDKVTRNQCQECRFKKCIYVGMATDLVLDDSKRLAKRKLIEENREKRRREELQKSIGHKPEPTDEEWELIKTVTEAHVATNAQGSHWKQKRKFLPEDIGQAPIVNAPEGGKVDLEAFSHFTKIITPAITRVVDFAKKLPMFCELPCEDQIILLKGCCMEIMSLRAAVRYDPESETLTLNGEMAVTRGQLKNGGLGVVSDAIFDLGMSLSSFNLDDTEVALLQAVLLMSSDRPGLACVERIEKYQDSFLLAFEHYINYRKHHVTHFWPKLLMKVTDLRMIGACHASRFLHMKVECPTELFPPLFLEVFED
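TRb LBD 0.6 uM + Texas Red SRC2 peptide 20 nM, 1 uM T3, Tris buffer w/ 5% DMSO; compound pinned, 5 h RT; FP read ex 555/em 632; normalized to unbound and bound controls.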
Tau fluor counter: counter-screen for tau fibril formation inhibitors. tau K18 P301L (four-repeat tau fragment) Alexa594 fluorescence, heparin fibrillization. actives 0.93% (n = 280,000). Potency, µM (series often up to 57.7 µM), inactives show at the top dose activity change, negative = decrease; note: nearly all actives have a fitted effect of over 55% in size
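Human K18 P301L tau (15 uM unlabeled plus 0.24 uM Alexa 594-labeled, final) in 100 mM sodium acetate pH 7 was mixed with compound and 20 uM heparin and incubated 6 hr at 37 C.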
TexasRed fluor: Texas Red fluorescence interference in TRb-SRC2 counter-screen. actives 0.29% (n = 280,000). TRb/SRC2 Texas Red total fluorescence interference. Potency, µM (series often up to 106 µM), for the others: top-dose fluorescence change, negative = quenching. AID 1479; active = well fitted curve in either direction with a large enough effect; inconclusive = small, poorly fitted or top-dose-only effect
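Human TRb ligand-binding domain at 0.6 uM with 20 nM Texas Red SRC2 peptide in Tris buffer containing 1 uM T3 and 5% DMSO, incubated with compound 5 h at ambient temperature. Total fluorescence (555/632 nm) calculated as parallel + 2 × perpendicular.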
Tau fibril FP: inhibitors of human tau fibril formation | P10636 | Potency, µM (highest dose often 57.7 µM), inactives show at the highest dose activity, negative = inhibition, usual class: inhibitors | AID 1468 | actives 0.39% (n = 280,000) | K18 P301L tau heparin fibrillization, Alexa594 FP, 6 h; note: nearly all actives have a fitted effect of over 55% in size
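Steps: dispense K18 P301L tau (15 uM plus 0.24 uM Alexa 594 tracer, final) in pH 7 sodium acetate; add compound; add heparin (20 uM final); incubate 6 hr, 37 C; add ThT (30 uM final); after 1 hr ambient, read FP.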
GLA spleen mod: inhibits or activates alpha-galactosidase in human spleen homogenate. actives 0.008% (n = 240,000). human spleen homogenate, 4MU-alpha-Gal fluorescence, 40 min. Potency, µM (highest dose often 80 µM), for the others: at the highest dose activity change, negative = inhibition, actives largely listed as inhibitors. P06280. AID 2107;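 note: 0% = enzyme with vehicle and -100% = no enzyme basal signal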
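Inhibition or activation of alpha-galactosidase in human spleen homogenate is scored by 4-MU fluorescence after 40 min at 37C, pH 5.0, with 1 mM substrate. AC50s come from concentration-response fitted to the Hill equation.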
ALDH1A1 block: ALDH1A1 (human) enzyme inhibition. actives 7.3% (n = 220,000). Potency, µM (top dose mostly 75.3 µM), without a hit: top-dose activity, negative = inhibition, usual class: inhibitors. Purified ALDH1A1, NADH fluorescence, propionaldehyde substrate; active = well fitted inhibition curve with a large enough effect, not every such curve was filed as active; inconclusive = small, poorly fitted or top-dose-only effect, or another doubt; inactive = no such curve, though single readings can be large or run the other way;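 note: plate controls were no enzyme wells and a reference inhibitor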
Target sequence (P00352 whole entry, looked up): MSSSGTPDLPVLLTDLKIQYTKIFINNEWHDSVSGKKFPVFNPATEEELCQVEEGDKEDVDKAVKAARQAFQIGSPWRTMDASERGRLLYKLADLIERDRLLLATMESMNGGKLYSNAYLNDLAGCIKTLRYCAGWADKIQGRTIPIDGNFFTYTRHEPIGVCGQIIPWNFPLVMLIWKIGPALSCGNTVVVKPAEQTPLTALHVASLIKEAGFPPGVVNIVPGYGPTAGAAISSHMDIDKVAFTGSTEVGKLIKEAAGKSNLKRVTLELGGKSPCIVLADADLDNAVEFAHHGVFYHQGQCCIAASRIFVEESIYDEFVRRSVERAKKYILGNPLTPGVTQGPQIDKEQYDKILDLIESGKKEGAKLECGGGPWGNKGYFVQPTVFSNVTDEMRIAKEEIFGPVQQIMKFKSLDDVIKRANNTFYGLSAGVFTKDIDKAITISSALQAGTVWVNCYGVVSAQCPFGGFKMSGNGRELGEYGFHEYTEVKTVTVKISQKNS
Numbers without * were called inactive; ? = inconclusive; nt = not tested or not shown; [ ] = dose if it differs, or a comment. Unless noted, calls come from the whole dose curve; as a rule, active = well fitted curve in the direction sought with a large enough effect; inconclusive = small, poorly fitted or top-dose-only effect, or another doubt; inactive = no such curve, though single readings can be large; an effect the other way counts as inactive or inconclusive. Unless noted, % is set by controls: 0 for no effect and ±100 for the full control effect; potency is the fitted concentration of half-maximal effect. An unsorted share of the library (roughly 8.5% active in at least one column).

SMILES	L3MBTL1 block	Tau ThT inhib	TRb-SRC2 inh	Tau fluor counter	TexasRed fluor	Tau fibril FP	GLA spleen mod	ALDH1A1 block
Cc1cc(C)c2nc(-c3ccco3)cc(C(=O)O)c2c1	3.2µM*	?	2%	-7%	-7%	-19%	10%	?
CCOC(=O)c1cnc2scnn2c1=O	-4%	-10%	-28%	0%	3%	-8%	-10%	4%
O=C(CC1SCCNC1=O)Nc1ccccc1Cl (centres undefined)	22%	-2%	-7%	-6%	-2%	-6%	-1%	5%
Cc1nc(-c2ccccc2)sc1-c1ccc(SCC(=O)Nc2ccccc2)nn1	nt	?	2%	?	-2%	?	nt	nt
O=C(c1ccc2c(c1)N(Cc1ccccc1F)C(=O)c1ccccc1S2=O)N1CCOCC1 (centres undefined)	nt	-7%	0%	-12%	?	?	nt	nt
CSC1=NS(=O)(=O)c2c(C)nn(C)c2S1	0%	16µM*	6%	-20%	-1%	?	-2%	nt
Nc1nnn(Cc2ccccc2)n1	-1%	0%	2%	0%	-4%	-1%	-14%	2%
O=C(CCS(=O)(=O)c1cccs1)Nc1ccc(C(=O)NCc2ccc(F)cc2)cc1	nt	20%	-24%	-8%	0%	-8%	6%	?
O=C(CSC1c2ccccc2C(=O)N1c1ccccc1)N1CCOCC1 (centres undefined)	-11%	12%	-1%	5%	0%	8%	-4%	-3%
CCCCCNC(=O)c1cc(S(=O)(=O)N2CCCCC2)ccc1F	7%	6%	3%	4%	1%	-8%	-5%	3%
COC(=O)c1[nH]c2cc(OC)ccc2c1NC(=O)c1nonc1C	-5%	-15%	-8%	-23%	-2%	9%	-4%	4%
COc1ccc(C2CC(c3ccccc3)=NN2C(=O)CN2N=NC3C(=O)N(c4cccc(F)c4)C(=O)C32)cc1 (centres undefined)	-3%	-10%	-2%	-6%	1%	4%	-28%	15%
C=C1c2cc(CC)ccc2NC(=O)N1c1ccc(C)cc1	nt	-12%	3%	-10%	2%	7%	10%	-14%
O=C(NCc1ccncc1)c1ccc(Br)cc1	nt	-3%	5%	-9%	0%	-11%	1%	14%
CC(Sc1cnc2ccccc2n1)C(=O)O (centres undefined)	nt	-12%	-5%	-8%	0%	-10%	-9%	-6%
CCCNC(=O)C1CCN(c2ncnc3c2nc2n3CCCCC2)CC1	nt	-3%	1%	1%	4%	-4%	nt	nt
CCS(=O)(=O)c1oc(-c2ccc(F)cc2)nc1S(=O)(=O)c1ccccc1	nt	15%	-6%	3%	6%	-9%	nt	nt
Cc1ccc(C)c(Oc2nnnn2-c2ccccc2)c1	nt	-5%	-9%	-6%	2%	4%	-6%	-16%
CC(C)NC(=O)NC(=O)COC(=O)Cc1ccsc1	2%	-6%	-10%	-1%	-5%	2%	1%	14µM*
CC(C(=O)NCc1ccco1)c1ccc([N+](=O)[O-])cc1 (centres undefined)	1%	5%	-4%	10%	-4%	2%	-16%	6%

Results in TRb-SRC2 inh, L3MBTL1 block and Tau fibril FP, for some of the entries so far:
SMILES	TRb-SRC2 inh	L3MBTL1 block	Tau fibril FP
O=C(CCS(=O)(=O)c1cccs1)Nc1ccc(C(=O)NCc2ccc(F)cc2)cc1	-24%	nt	-8%
O=C(CSC1c2ccccc2C(=O)N1c1ccccc1)N1CCOCC1 (centres undefined)	-1%	-11%	8%
CCCCCNC(=O)c1cc(S(=O)(=O)N2CCCCC2)ccc1F	3%	7%	-8%
COC(=O)c1[nH]c2cc(OC)ccc2c1NC(=O)c1nonc1C	-8%	-5%	9%
COc1ccc(C2CC(c3ccccc3)=NN2C(=O)CN2N=NC3C(=O)N(c4cccc(F)c4)C(=O)C32)cc1 (centres undefined)	-2%	-3%	4%
C=C1c2cc(CC)ccc2NC(=O)N1c1ccc(C)cc1	3%	nt	7%
O=C(NCc1ccncc1)c1ccc(Br)cc1	5%	nt	-11%

Further entries follow.
SMILES	L3MBTL1 block	Tau ThT inhib	TRb-SRC2 inh	Tau fluor counter	TexasRed fluor	Tau fibril FP	GLA spleen mod	ALDH1A1 block
COc1cccc2cc(-c3csc(-c4ccc(Cl)cc4)n3)c(=O)oc12	nt	3%	5%	-6%	?	-3%	nt	nt
COc1cc(C2CC(=O)Oc3c2c(=O)[nH]c2ccccc32)cc(OC)c1OC (centres undefined)	nt	-24%	-4%	-25%	2%	-9%	nt	nt
CCC(C)NC(=O)CSC1=Nc2ccccc2C2=NC(CC(=O)NCc3ccc(F)cc3)C(=O)N12 (centres undefined)	4%	-5%	5%	-2%	0%	11%	16%	?
N#C/C(=C1/C(=O)Nc2ccc(Br)cc21)c1ccccn1	-7%	28µM*	-1%	-21%	-1%	?	0%	2%
CCC(=O)c1cc2c(cc1NC(=O)C(C)C)OCCO2	4%	-7%	-2%	0%	2%	2%	-16%	-5%
CCOC(=O)c1ccc(N=C2SC(C(=O)NCCc3ccccc3)CC(=O)N2C)cc1 (centres undefined)	5%	-15%	-3%	-24%	-5%	-1%	8%	-8%
CCOCCCNC(=O)NC(C)c1c(-n2cccc2)sc2c1CCN(CC)C2 (centres undefined)	nt	-13%	-10%	0%	?	-3%	nt	nt
Cc1cc(Cl)c(S(=O)(=O)N/N=C/c2ccc3c(c2)OCO3)c(Cl)c1	-11%	?	-6%	?	-2%	6%	-3%	11µM*
Nc1nc2n(n1)C(c1ccccc1)CC(c1ccc(F)cc1)N2 (centres undefined)	-3%	-3%	2%	-2%	3%	-3%	6%	10%
O=C(NCC(=O)N(c1cccnc1)C(C(=O)NC1CCCC1)c1cccs1)c1cccs1 (centres undefined)	-1%	8%	-1%	20%	-1%	6%	0%	2%
COc1cc(O)c2c(=O)c3c(OC)c(O)ccc3oc2c1	-13%	13µM*	3%	?	-5%	8%	3%	?
CC(C)CNC(=O)Nc1ccccc1F	3%	-1%	0%	1%	3%	4%	5%	5%
CC1CCCCN1C(=O)C1CC(c2ccc(F)cc2)=NO1 (centres undefined)	-1%	-19%	-5%	-18%	2%	-3%	5%	0.32µM*
COc1ccc(C(CNC(=O)Cn2[nH]c(=O)c3ccccc3c2=O)N2CCCC2)cc1 (centres undefined)	-1%	3%	-14%	6%	2%	-3%	-15%	-13%
O=C(/C=C/c1cccs1)Nc1ccncc1	-2%	10%	-10%[53 µM]	2%	-3%[53 µM]	-2%	0%	2%
Cc1ccc2nc(SCC(=O)Nc3cc(C(C)(C)C)nn3-c3ccccc3)[nH]c2c1	-5%	-16%	8%	?	1%	?	-6%	-9%
Cc1cc(C)c[n+](-c2nc3ccccc3nc2[N-]S(=O)(=O)c2ccc(Cl)cc2)c1	-5%	7%	4%	2%	-2%	-7%	20%	5%
Cc1cc(N2CCCC(C(=O)Nc3cccc(Cl)c3)C2)n2ncnc2n1 (centres undefined)	-3%	-8%	0%	-14%	0%	-3%	1%	5%
COc1ccc2[nH]c(=O)c(CN(Cc3ccccc3)C(=S)NCC3CCCO3)cc2c1 (centres undefined)	-6%	-21%	0%	?	-2%	-1%	-8%	?
Cc1ccc(Cn2ccn(Cc3ccc(C)cc3)c(=O)c2=O)cc1	nt	?	-16%	-21%	7%	5%	nt	nt

Profiles as entered above. Values in the order: L3MBTL1 block	Tau ThT inhib	TRb-SRC2 inh	Tau fluor counter	TexasRed fluor	Tau fibril FP	GLA spleen mod	ALDH1A1 block
CCC(C)NC(=O)CSC1=Nc2ccccc2C2=NC(CC(=O)NCc3ccc(F)cc3)C(=O)N12 (centres undefined) in the list: 4%	-5%	5%	-2%	0%	11%	16%	?
CCOC(=O)c1ccc(N=C2SC(C(=O)NCCc3ccccc3)CC(=O)N2C)cc1 (centres undefined) in the list: 5%	-15%	-3%	-24%	-5%	-1%	8%	-8%

New compounds follow
SMILES	L3MBTL1 block	Tau ThT inhib	TRb-SRC2 inh	Tau fluor counter	TexasRed fluor	Tau fibril FP	GLA spleen mod	ALDH1A1 block
C=CCn1c(C)cc(C(=O)COC(=O)/C=C/c2cccc(OC)c2)c1C	16%	?	-1%	-24%	-5%	4%	2%	?
Cc1ccc(OCCn2nnc3sc4c(c3c2=O)CCC(C)C4)cc1 (centres undefined)	nt	-10%	3%	-12%	0%	-1%	nt	nt
CCCCCCCOc1ccc(-c2ccc(C#N)cn2)cc1	42%[activator]	-11%	-6%	-10%	-4%	-5%	-14%	?
C=CCc1c(C)nc(-c2ccccc2)nc1Nc1ccc(O)cc1	-4%	-18%	-2%	?	-2%	?	-2%	-7%
CC(C)NC(=O)c1onc(CSc2ccccn2)c1C(=O)NC(C)C	nt	1%	-2%	0%	0%	-7%	7%	nt
CCOc1ccccc1NC(=O)Cn1c(=O)n(CCC(C)C)c(=O)c2cccnc21	nt	-3%	-1%	-13%	?	-14%	nt	nt
CC1CCC2C(=O)N3C(CCC(C)[C@H]3c3cccc(N4CCCC4=O)c3)C(=O)N2C1c1cccc(N2CCCC2=O)c1 (some centres undefined)	nt	-16%[11.5 µM]	1%[11.2 µM]	-19%[11.6 µM]	-42%[11.2 µM]	-6%[11.6 µM]	-21%[17.5 µM]	0%[13.5 µM]
CCOc1ccc(C(=O)Nc2ccc(-c3nnc4n3CCCCC4)cc2)cc1OCC	nt	-3%	6%	1%	0%	-4%	nt	nt
O=C(NCC1CCN(Cc2cccc(Cl)c2)CC1)c1cc2ccc3cccnc3c2[nH]1	nt	6%	-5%	6%	2%	0%	nt	nt
O=C(N/N=C/c1ccncc1)c1cc2c(ccc3ccccc32)o1	15%	-18%	-9%	-15%	-1%	-3%	-20%	-9%
COc1ccc(CCNC(=O)Cn2nc(C(=O)O)c3ccccc3c2=O)cc1OC	10%	-4%	-8%	-3%	-1%	-3%	-17%	-5%

Reformatted in markdown: 2 of the compounds above
| structure | L3MBTL1 block | Tau ThT inhib | TRb-SRC2 inh | Tau fluor counter | TexasRed fluor | Tau fibril FP | GLA spleen mod | ALDH1A1 block |
| --- | --- | --- | --- | --- | --- | --- | --- | --- |
| CC1CCC2C(=O)N3C(CCC(C)[C@H]3c3cccc(N4CCCC4=O)c3)C(=O)N2C1c1cccc(N2CCCC2=O)c1 (some centres undefined) | nt | -16%[11.5 µM] | 1%[11.2 µM] | -19%[11.6 µM] | -42%[11.2 µM] | -6%[11.6 µM] | -21%[17.5 µM] | 0%[13.5 µM] |
| CCOc1ccc(C(=O)Nc2ccc(-c3nnc4n3CCCCC4)cc2)cc1OCC | nt | -3% | 6% | 1% | 0% | -4% | nt | nt |
